From PubChem
Lipid storage S3: qHTS Assay for Lipid Storage Modulators in Drosophila S3 Cells; Potency in µM for hits, for the others lipid storage change, negative = inhibition, % at the top dose, mostly 46.1 µM; Drosophila S3 cells, BODIPY lipid droplet fluorescence, 18-24 h; cells fed with added oleic acid; actives 0.64% (n = 320,000); active = well fitted inhibition curve with a large enough effect in the signal ratio, with a control signal flat, not every such curve was filed as active; inconclusive = small, poorly fitted or top-dose-only effect, or effect the other way, or a change in a side signal; the % refers to the signal ratio
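Drosophila S3 cells got compounds at several concentrations plus oleic acid (400 uM solution). Laser-scanning cytometry with 488 nm excitation read lipid droplets at 500-530 nm and cells at 575-640 nm. Percent activity was relative to 20 uM Triacsin C.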
Lipid storage S3 cell count max: further read-out of Lipid storage S3, marked with its call; cell number change, %; measured here: cell count max response;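 cells counted by Cell Tracker Red CMTPX staining in the red channel; peak over a dose series mostly up to 46.1 µM; percent activity relative to internal control wells on each plate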
The depositor's hits bear a star; i = inactive; ? = inconclusive; . = no result given; [ ] = another dose, or the depositor's remark. % is scaled to controls: 0 for no effect and ±100 for the full control effect; potency is read from the fitted curve at half-maximal effect.

Order of values: Lipid storage S3 cell count max	Lipid storage S3
1) Cc1cc(C)c(NC(=O)CN2C(=O)NC(Cc3ccccc3)C2=O)c(C)c1 (stereo unspecified)
  30	-1%
2) Cc1cccn2c(=O)c3cc(C(=O)NCc4ccco4)c(=N)n(CCc4ccccc4)c3nc12
  7	8%
3) CCC(C)N1CC(C(=O)NC2CCCCC2)CC1=O (stereo unspecified)
  .	?
4) CCOC(=O)Cc1cc(=O)n2[nH]c(C(C)(C)C)cc2n1
  8	2%
5) Cc1ccc(NC(=O)CN(C)CC(=O)Nc2c(C)cccc2C)c(Br)c1
  -9	-6%
6) CSc1ccc(/C=C(/NC(=O)c2ccco2)C(=O)N2CCCCC2)cc1
  .	?
7) CCOc1ccccc1N1Cc2cc(C)c(C)cc2C1
  5	-4%
8) CCCCNC(=S)NNC(=O)c1csc(C)c1C
  .	?
9) COc1cc(C2CC(=O)c3cnc(N)nc3C2)cc(OC)c1OC (stereo unspecified)
  .	i
10) Cc1cccc(NC(=S)N(CCc2ccncc2)C(C)C)c1C
  -2	4%
11) Cc1ccc(S(=O)(=O)N2Cc3ccccc3CC2C(=O)Nc2cc(C)on2)cc1 (stereo unspecified)
  .	?
12) COc1ccc(CCN(C)C(=O)COc2ccc(N(C)S(=O)(=O)c3ccc(C)cc3)cc2)cc1OC
  .	?
13) N#CC(c1ccccc1)C1CCN(Cc2ccccc2)CC1 (stereo unspecified)
  .	?
14) Cc1ccc(C(=O)NCC(=O)N(C)Cc2ccc(Cl)cc2Cl)s1
  .	?
15) CCC(C)C1Nc2ccc(C(=O)NCCc3ccc(OC)c(OC)c3)cc2NC1=O (stereo unspecified)
  .	?
16) O=C(C1CC(=O)N(C2CCCCC2)C1)N1CCc2ccccc21 (stereo unspecified)
  0	0%
17) CCOC(=O)c1sc(=S)n(C)c1N
  -3	13%
18) COc1ccc(C(=O)O)cc1Nc1cc(C)nc2ncnn12
  .	?
19) COc1ccccc1N1CCN(Cc2nc(N)nc(Nc3ccc(C)cc3)n2)CC1
  .	?
20) CN(CCCC(=O)O)S(=O)(=O)c1ccc2c(c1)C(=O)c1cc(S(=O)(=O)N(C)CCCC(=O)O)ccc1-2
  .	?

Sorted by value in Lipid storage S3 cell count max (ascending): 3 of the compounds above
Order of values: Lipid storage S3 cell count max	Lipid storage S3
5) Cc1ccc(NC(=O)CN(C)CC(=O)Nc2c(C)cccc2C)c(Br)c1
  -9	-6%
17) CCOC(=O)c1sc(=S)n(C)c1N
  -3	13%
10) Cc1cccc(NC(=S)N(CCc2ccncc2)C(C)C)c1C
  -2	4%

Reprinted at random: two entries already listed, in no set order.
Order of values: Lipid storage S3 cell count max	Lipid storage S3
10) Cc1cccc(NC(=S)N(CCc2ccncc2)C(C)C)c1C
  -2	4%
2) Cc1cccn2c(=O)c3cc(C(=O)NCc4ccco4)c(=N)n(CCc4ccccc4)c3nc12
  7	8%

Continued:
Order of values: Lipid storage S3 cell count max	Lipid storage S3
21) Cc1nn2cc(-c3cccc(Cl)c3)cnc2c1Br
  4	6%
22) COc1cccc(C(=O)N2CCC(n3nccc3NC(=O)C3CCOC3)CC2)c1 (stereo unspecified)
  23	i
23) COc1ccc(C(=O)CC(=O)C(=O)Nc2ccc([N+](=O)[O-])cc2C)cc1
  18	2%
24) CSc1nc(N)n(-c2cc(C(F)(F)F)ccn2)n1
  5	11%
25) Cc1cc(C)cc(-n2nnc(C(=O)NCc3ccco3)c2N)c1
  .	?
26) COC(=O)Cn1cnc2c(nnn2-c2ccc(OC)cc2)c1=O
  .	?
27) O=S(=O)(c1ccc(F)cc1)c1snnc1-c1ccccc1
  .	?
28) CCOc1ccc(CC(=O)NCCc2cnc[nH]2)cc1
  .	?
29) CSc1cccc(NC(=O)C2C3C=CC4(O3)C2C(=O)N(CCN2CCOCC2)C4C(=O)NC2CCCCC2)c1 (stereo unspecified)
  .	?
30) O=C(NC(=S)N1CCCC1)c1ccccc1F
  5	5%
31) O=[N+]([O-])c1ccc2c(c1)C(N1CCOCC1)/C(=C/COc1ccc(Cl)cc1Cl)O2 (stereo unspecified)
  .	?
32) Cc1cc(C)c(C(=O)/C=C/C=C/c2ccccc2)c(=O)[nH]1
  .	?
33) Cc1c(C(=O)N2CCCCC2)c(S(=O)(=O)NCCc2ccc(Cl)cc2)c(C)n1C
  -6	i
34) COc1ccc(NS(=O)(=O)c2ccc(C)c(NC(=O)C3CCCO3)c2)cc1 (stereo unspecified)
  .	?
35) COC(=O)[C@@H](NC(=O)CCc1nnc(-c2ccsc2)o1)C(C)C
  .	?
36) Cc1cc(NC(=O)CSc2nc3ccccc3cc2C#N)no1
  .	?
37) Cc1cccc(CN2CCC(CNC(=O)Nc3ccc(F)c(Cl)c3)CC2)c1
  .	i
38) COc1ccc(OCCCC(=O)Nc2ccc(N3CCCCC3)cc2)cc1
  .	?
39) O=C(Nc1cc(F)cc(F)c1)c1sc(Cl)nc1-c1ccccc1
  .	?
40) COc1ccc2oc(=O)c(C(=O)Nc3ccccc3C)cc2c1
  .	?

Record cards (already shown):
CSc1nc(N)n(-c2cc(C(F)(F)F)ccn2)n1 is entered as Lipid storage S3 cell count max = 5; Lipid storage S3 = 11%
COc1ccc(NS(=O)(=O)c2ccc(C)c(NC(=O)C3CCCO3)c2)cc1 (stereo unspecified) is entered as Lipid storage S3 cell count max = .; Lipid storage S3 = ?
COc1ccc(C(=O)CC(=O)C(=O)Nc2ccc([N+](=O)[O-])cc2C)cc1 is entered as Lipid storage S3 cell count max = 18; Lipid storage S3 = 2%

Next structures
Order of values: Lipid storage S3 cell count max	Lipid storage S3
41) CCOC(=O)C1CCCN(C(=O)c2cc(Nc3ccc(OC)cc3)nc3ccccc23)C1 (stereo unspecified)
  .	?
42) COc1cc(Cl)c(S(=O)(=O)N2CC(C)OC(C)C2)cc1Cl (stereo unspecified)
  .	?
43) COCC(C)n1c(SCC(=O)NNC(=O)c2ccc(F)cc2)nc2ccccc2c1=O (stereo unspecified)
  -3	13%
44) COc1cc(CC(=O)OCC(=O)NCC(C)C)cc(OC)c1OC
  .	?
45) CC(C)c1nc2scc(-c3ccc(Cl)cc3)c2c(=O)n1N
  .	?
46) CCCCC1(CC)C(=O)NC(=O)NC1=Nc1ccc(OC)cc1 (stereo unspecified)
  .	?
47) COc1ccc(-c2cn(CCC(=O)O)c(-c3ccncc3)n2)cc1
  .	?
48) O=C(CNS(=O)(=O)c1ccc(F)cc1)N1CCCCCC1
  .	?
49) COc1ccc(C(CC(=O)O)NC(=O)COc2ccccc2)cc1OC (stereo unspecified)
  .	?
50) O=S(=O)(Nc1ccc(-n2cnnn2)cc1)c1cccc(Cl)c1
  .	?
51) Cc1c(C(=O)NCCC2=CCCCC2)sc2ncnc(N3CCCCC3C)c12 (stereo unspecified)
  .	?
52) COc1ccc([C@H]2CC(=O)C=C(c3ccc(F)nc3)C2)cc1OC
  -5	4%
53) CCN(CC)CCNC(=O)C(=O)Nc1ccc(C(=O)OC)cc1
  -1	-8%
54) Cc1cc(S(=O)(=O)N2CCN(CC(=O)NCCc3cccs3)CC2)ccc1Br
  -0.5*	6.5µM*
55) C#CCOCCOCCOCCNc1nc(N2CCN(C(=O)[C@H](CCC(=O)O)n3cc(C(N)CC(C)C)nn3)CC2)nc(N2CCN(C(=O)[C@H](CCC(=O)O)n3cc(C(N)CC(C)C)nn3)CC2)n1 (stereo partly specified)
  12	-7%
56) O=C(CSc1nnc(NC(=O)c2c(F)cccc2F)s1)NC1CCCCC1
  .	?
57) CCOc1cc(C(=O)N(C)CC(=O)Nc2cccc(F)c2)ccc1OCC(=O)N1CCOCC1
  .	?
58) CC1CCC2C(C1)c1sc(=O)[nH]c1SC2(C)C (stereo unspecified)
  .	?
59) Cc1ccc(S(=O)(=O)N(Cc2ccc(F)cc2)C(=O)N2CCN(C)CC2)cc1
  19	5%[0.0737 µM]
60) CC(=O)c1cccc(N(C(=O)c2ccco2)C(C(=O)NC2CCCCC2)c2ccc(C)o2)c1 (stereo unspecified)
  .	?
61) COc1ccc(N=C2C(=Nc3ccc(OC)cc3)N(c3ccc(OC)cc3)C(=S)N2c2ccccc2)cc1
  .	?
62) CCCOc1cccc(-c2nc3ccccc3c(=O)o2)c1
  11	i
63) O=C(c1ccc(Cl)c(Cl)c1)N(Cc1ccco1)c1ccc(O)cc1
  -6	i
64) N#CC1=C(SCC(=O)c2ccccc2)NC2=C(C(=O)CCC2)C1c1ccco1 (stereo unspecified)
  .	?
65) Cc1[nH]c(=O)c(C#N)c2c1CCCC2
  .	?
66) Cc1c(C)c2cc3c4c(oc3c(C)c2oc1=O)CCCC4
  6	4%
67) Cn1c2c(c(=O)n(C)c1=O)C(c1cccc(F)c1)C(C#N)=C(N)O2 (stereo unspecified)
  .	?
68) O=C(/C=N/O)NCc1ccncc1
  .	?
69) COc1ccc(OC)c(S(=O)(=O)N2CCC(c3nc4ccccc4[nH]3)CC2)c1
  -7	6%
70) Clc1ccc(-c2nnc(CCc3ccccc3)o2)c(Cl)c1
  22	-8%
71) Cc1ccc2nc(C(F)(F)F)c(C#N)c(N)c2c1
  .	?
72) CCOC(=O)c1csc(NC(=O)CN2CCN(C)CC2)n1
  .	?
73) O=C(COc1ccc(-c2ccccc2)cc1)N1CCN(S(=O)(=O)Cc2ccccc2)CC1
  .	?
74) CC1CC(C)CN(C/C=C/c2ccccc2[N+](=O)[O-])C1 (stereo unspecified)
  .	?
75) CN(CCCC(=O)NCc1ccc2c(c1)OCO2)S(=O)(=O)c1ccc([N+](=O)[O-])cc1
  17	21%
76) Cc1ccc(S(=O)(=O)Nc2nc(C)c(C(=O)NN)s2)cc1
  -15	12%
77) Cn1c(NC(=O)c2ccccc2F)c(-c2cccs2)c(=O)c2ccccc21
  4	-4%
78) O=C(Nc1ccccc1)c1ccc(CSc2ccccn2)cc1
  .	?
79) COC(=O)c1c(NC(=O)COC(=O)c2ccccc2O)sc2c1CCCCC2
  .	?
80) COc1ccc(S(=O)(=O)N2CCCCC2)cc1NC(=S)Nc1ccccc1
  15	14%
81) Cc1ccc(NC(=O)COc2ncnc3ccccc23)cc1S(=O)(=O)N1CCOCC1
  .	?
82) Cc1ccc(S(=O)(=O)N2CCC(C(=O)N[C@@H](C)C(=O)NC3CCS(=O)(=O)C3)CC2)cc1 (stereo partly specified)
  .	?
83) O=C(Oc1ccc2c3c(c(=O)oc2c1)CCC3)c1ccccc1[N+](=O)[O-]
  .	?
84) COc1cccc(N2CCN(c3ccc4nnc(CCC(=O)Nc5cccc(C(C)=O)c5)n4n3)CC2)c1
  -10	i
85) COc1ccc(NCc2ccc([N+](=O)[O-])s2)cc1
  .	?
86) Cc1ccc(O)c(NC(=S)NC(=O)COc2ccc(Br)cc2)c1
  .	?
87) O=C(CN1C(=O)NC2(CCCC2)C1=O)OCCOc1ccc(Cl)cc1Cl
  .	i
88) CC/C(=N\NC(N)=O)c1ccc(OC)c(OC)c1
  -2	3%
89) O=C(Nc1ccccc1N1CCN(C(=O)c2ccccc2)CC1)c1ccc(Br)o1
  .	?
90) COc1cc(-c2cc(C(=O)NN3CCN(C)CC3)c3ccccc3n2)cc(OC)c1OC
  .	?
91) CC1CCCCC1NC(=O)CCCn1c(=S)[nH]c2ccccc2c1=O (stereo unspecified)
  -10	-17%
92) NS(=O)(=O)c1ccc(N2CCOCC2)c(C(=O)NCc2ccc3c(c2)OCO3)c1
  .	?
93) CC(CC(=O)O)CC(=O)NNC(=O)c1cccc(Br)c1 (stereo unspecified)
  -2	-3%
94) O=C(CCCCn1c(=O)[nH]c2ccccc2c1=O)NCc1ccc2c(c1)OCO2
  -2	0%
95) CCN1C(=O)CSC1=Nc1ccc(OC)cc1
  7	20%
96) Cc1c(C(=O)N/N=C/C(C)C)[nH]c2c([N+](=O)[O-])cccc12
  0	9%
97) CN(C)S(=O)(=O)c1ccc(Cl)c(NC(=O)COC(=O)CCC(=O)c2cccs2)c1
  15	1%
98) CCC(C)c1ccc(NC(=O)Nc2cccnc2)cc1 (stereo unspecified)
  .	i
99) COc1ccc(CN2CC(=O)N(c3ccccc3C)C2=S)cc1OC
  -7	3%
100) OCc1nc2ccccc2n1C/C=C/c1ccccc1
  .	?

(listing goes on)
Order of values: Lipid storage S3 cell count max	Lipid storage S3
101) C=CCn1c(SCC(=O)NC(C)(C)C)nnc1-c1ccccc1O
  .	-5%
102) COC(=O)c1[nH]c2cc(OC)ccc2c1NC(=O)c1nonc1C
  -4	-7%
103) C[N+](C)(C)CCCCCCCCCC[N+](C)(C)C
  5	-5%
104) Cc1cc(C)nc(SCC(=O)N/N=C/C=C/c2ccccc2)n1
  .	?
105) Cc1c(NC(=O)C23CC4CC(CC(Br)(C4)C2)C3)c(=O)n(-c2ccccc2)n1C
  17	-21%
106) O=C(Nc1ccc(Cl)cc1)Nc1ccc(C(=O)N2CCOCC2)cc1
  -1	-1%
107) CCN(CCC#N)c1ccc(N2C(=O)CCCC2=O)cc1[N+](=O)[O-]
  15	20%
108) CC1(C)CC(=O)C(C(C2=C(O)CC(C)(C)CC2=O)c2cccc(O)c2)C(=O)C1 (stereo unspecified)
  1	-16%
109) Nc1nc2c(F)c(F)c(F)cc2s1
  .	?
110) CC(=O)N1C(C(=O)O)Cc2c([nH]c3ccccc23)C1(C)C (stereo unspecified)
  -10	17%
111) COc1cccc(C2=NN(C(=O)c3ccco3)C(c3ccco3)C2)c1 (stereo unspecified)
  .	?
112) Cc1cccc(/C(N)=N/OC(=O)N2CCOCC2)c1
  0	-13%
113) CC(=O)NCCC(=O)N1CCCC(C(=O)c2ccc3c4c(cccc24)CC3)C1 (stereo unspecified)
  -18	-2%
114) CCOC(=O)CCC(=O)Nc1ccc(S(=O)(=O)N2CCCC2)cc1
  .	?
115) CCOc1ccccc1-c1nc(CN2CCC(C(=O)N3CCOCC3)CC2)c(C)o1
  .	?

The list is partial. The share of hits here may be higher or lower than overall.
